Bioassay records (PubChem)
FLuc modulator = counter-screen for miR-21 project: firefly luciferase inhibitors or activators; Potency, µM (doses to about 57.5 µM), for the others: top-dose activity change, negative = inhibition, most hits filed as inhibitors; P08659; AID 588342; actives 6.9% (n = 360,000); purified FLuc, Km substrates, luminescence inhibition;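 note: potency is the fitted concentration of half-maximal effect; plate controls were vehicle for no effect and reference inhibitor for full effect; nearly all actives have a fitted effect of over 55% in size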
Target sequence (P08659 whole entry, looked up): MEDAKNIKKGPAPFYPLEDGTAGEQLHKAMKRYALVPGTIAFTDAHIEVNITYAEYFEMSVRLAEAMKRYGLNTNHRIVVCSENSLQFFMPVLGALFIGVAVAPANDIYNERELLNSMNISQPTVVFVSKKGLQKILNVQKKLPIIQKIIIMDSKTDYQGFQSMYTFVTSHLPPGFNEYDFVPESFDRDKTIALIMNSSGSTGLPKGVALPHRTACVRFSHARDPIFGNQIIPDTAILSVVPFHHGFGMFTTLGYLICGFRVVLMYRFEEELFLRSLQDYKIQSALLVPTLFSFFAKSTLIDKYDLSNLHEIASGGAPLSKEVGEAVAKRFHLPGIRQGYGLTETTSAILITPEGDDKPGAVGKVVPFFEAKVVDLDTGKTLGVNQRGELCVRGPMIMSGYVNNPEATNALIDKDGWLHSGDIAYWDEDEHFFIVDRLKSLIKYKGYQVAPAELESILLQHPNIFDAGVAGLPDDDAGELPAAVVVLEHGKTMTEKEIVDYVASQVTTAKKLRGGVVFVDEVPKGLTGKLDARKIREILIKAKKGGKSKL
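Biochemical qHTS of compounds, final roughly 60 µM downward over six points, against 10 nM purified firefly luciferase using Km concentrations of substrates (10 uM D-luciferin, 10 uM ATP) in Tris acetate pH 7.5 buffer; luminescence output.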
RORg inh = inhibitors of mouse ROR gamma transcriptional activity; Potency, µM (doses to about 53.6 µM), for the others: at the top dose activity change, negative = inhibition, usual class: inhibitors; AID 2551; Drosophila S2 Gal4-RORgamma UAS-luciferase reporter, 20 h; actives 5.4% (n = 310,000); note: potency is the fitted concentration of half-maximal effect; % is set by controls: 0 for no effect and ±100 for the full control effect; nearly all actives have a fitted effect of over 60% in size
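Using a luciferase readout, inhibitors were identified by reduced reporter activity in Drosophila cells coexpressing a copper-inducible Gal4–ROR gamma fusion and UAS-driven Photinus luciferase, incubated 20 hr after 700 uM copper sulfate.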
Giardia kill = Giardia lamblia killing; Giardia lamblia trophozoite viability; activity change, % at 7.66 µM, hits read low; actives 0.15% (n = 340,000); AID 540267; in the data active = activity change below about -80%; inconclusive = between about -30% and that limit;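 note: parasites exposed to compound for two days anaerobically before the ATP read; % is set by controls: 0 for no effect and ±100 for the full control effect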
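Anaerobic 48 hrs incubation at 37 deg C of 100 trophozoites/well with test compounds; ATPLite 1-Step luminescence, 15-30 min RT, reports cellular ATP as viability.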
NPC1 prom act = activators of NPC1 promoter; Huh7 NPC1 promoter luciferase reporter, 24 h; Potency, µM (doses to about 9.22 µM), for the others: top-dose activation, usual class: activators; actives 2.4% (n = 320,000); AID 485313;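 note: potency is the fitted concentration of half-maximal effect; % of control where 0% means no effect; nearly all actives have a fitted effect of over 60% in size; reporter is driven by a mutant NPC1 promoter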
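Cells: Huh7 expressing luciferase under the NPC1 promoter, 1500/well. Seeded 2 h, compound added, incubated 24 h at 37 °C. Luciferase reagent, 10 min ambient, then luminescence.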
Menin-MLL TR inh = menin-MLL binding inhibition, Texas Red mutant peptide. actives 0.23% (n = 270,000). Menin + Texas Red MLL mutant peptide, fluorescence polarization. O00255. Potency, µM (top dose mostly 61.6 µM), for inactives: top-dose FP activity change, negative = inhibition, hits mostly inhibitors; active = well fitted inhibition curve with a large enough effect in the polarisation, with a control signal flat, not every such curve was filed as active; inconclusive = small, poorly fitted or top-dose-only effect, or effect the other way, or a change in a side signal; inactive = no such curve, though single readings can be large or run the other way; the % refers to the polarisation; note: potency is the fitted concentration of half-maximal effect; % of control where 0% means no effect; many of its hits are not listed in these tables
PKM2 activator = increases activity of human pyruvate kinase M2. P14618. purified PKM2, Kinase-Glo ATP luminescence, activation; response scale: 0% is enzyme alone, no compound. Potency, µM (series often up to 57.5 µM), for the others: top-dose activation, actives largely listed as activators. actives 0.34% (n = 260,000); note: potency is the fitted concentration of half-maximal effect; % is set by controls: 0 for no effect and ±100 for the full control effect; nearly all actives have a fitted effect of over 55% in size
Target sequence (P14618 whole entry, looked up): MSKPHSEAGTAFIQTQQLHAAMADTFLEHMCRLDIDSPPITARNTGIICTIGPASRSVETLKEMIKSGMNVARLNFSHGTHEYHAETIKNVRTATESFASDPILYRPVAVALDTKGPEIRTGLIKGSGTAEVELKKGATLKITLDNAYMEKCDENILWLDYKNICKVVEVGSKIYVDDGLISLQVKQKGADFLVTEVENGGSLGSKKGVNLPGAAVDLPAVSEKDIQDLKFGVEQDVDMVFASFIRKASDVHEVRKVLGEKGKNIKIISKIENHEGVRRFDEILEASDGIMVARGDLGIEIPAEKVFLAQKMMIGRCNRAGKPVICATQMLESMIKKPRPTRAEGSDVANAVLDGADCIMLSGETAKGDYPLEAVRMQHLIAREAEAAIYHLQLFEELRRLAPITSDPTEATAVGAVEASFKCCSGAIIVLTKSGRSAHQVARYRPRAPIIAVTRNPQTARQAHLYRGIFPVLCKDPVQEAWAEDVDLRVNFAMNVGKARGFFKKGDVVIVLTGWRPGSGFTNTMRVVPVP
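Purified hPK-M2 (>95% pure) converted ADP (0.1 mM final) to ATP with 0.5 mM PEP in 50 mM imidazole pH7.2, KCl, MgCl2, Tween 20, BSA; 1 h at room temperature. ATP detected by Kinase-Glo luminescence.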
p53 reactivator = restores transcriptional activity of mutant p53; H1299 p53-A138V BP100-luciferase reporter, luminescence, 24 h; Potency, µM (highest dose often 92.2 µM), for the others: top-dose activity change, positive = activation, actives largely listed as activators; actives 0.063% (n = 320,000); note: potency is the fitted concentration of half-maximal effect; % of control where 0% means no effect; nearly all actives have a fitted effect of over 45% in size
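H1299 (p53-null), stable ts p53-A138V + BP100-Luc; 1000 cells/well, Opti-MEM/10% FBS; cpd 4 pt, 1:5; 24 h, 37 deg C, 5% CO2; detection reagent 10 min RT; luminescence.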
ELG1 genotox = inducers of genotoxicity in HEK293T ELG1-luciferase cells; AID 504466; actives 1.3% (n = 330,000); Potency, µM (series often up to 46 µM), for inactives: at the highest dose activity change, positive = activation, hits mostly activators; HEK293T ELG1-luciferase reporter, luminescence, 16 h; note: potency is the fitted concentration of half-maximal effect; % of control where 0% means no effect; nearly all actives have a fitted effect of over 60% in size
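Reporter readout depends on ELG1 protein level, which increases with genetic stress. After 16 hr compound exposure at 37 °C, luciferase activity was quantified using ONE-Glo.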
VP16 counter = counter-screen for ROR gamma inhibitors: Gal4-VP16 reporter; actives 3.5% (n = 310,000); Drosophila S2 Gal4-VP16 UAS-luciferase, luminescence, 20 h; Potency, µM (doses to about 53.6 µM), inactives show at the highest dose activity, negative = inhibition, most hits filed as inhibitors; AID 2546;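 note: Gal4-VP16 expression switched on by copper sulfate through the metallothionein promoter; potency is the fitted concentration of half-maximal effect; % is set by controls: 0 for no effect and ±100 for the full control effect; nearly all actives have a fitted effect of over 50% in size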
BRCA1 expr up = activators of BRCA1 expression; Potency, µM (top dose mostly 46.1 µM), inactives show at the top dose activation, hits mostly activators; AID 624202; actives 1.1% (n = 380,000); MCF7-BRCA1-FFLuc reporter, luminescence, 48 h; response scale: scaled: vehicle 0%, 10 µM genistein 100%; note: potency is the fitted concentration of half-maximal effect; nearly all actives have a fitted effect of over 80% in size; some results filed as inactive show a strong effect at the top dose
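MCF7-BRCA1-FFLuc cells, 2000/well in phenol-red-free MEM, attached 2 h then treated 48 h at 37 C. Luciferase luminescence read 15 min after reagent; normalized to genistein maximum activation (10microM) and DMSO, concentration-response fitted.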
Rab9 promoter act = activators of Rab9 promoter. actives 2.8% (n = 320,000). Potency, µM (highest dose often 9.22 µM), inactives show at the highest dose activation, negative = inhibition, hits mostly activators. AID 485297. Huh7 Rab9 promoter-luciferase reporter, luminescence, 24 h; note: potency is the fitted concentration of half-maximal effect; % of control where 0% means no effect; nearly all actives have a fitted effect of over 60% in size
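Quantitative HTS format; Huh7 Rab9-luciferase reporter cells (1500/well) receive compound 2 h post-plating, incubate 24 h at 37 °C, then get luciferase reagent for 10 min before luminescence reading.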
Numbers without * were called inactive; ? = inconclusive; . = no result given; & = joins results of further samples; [ ] = another dose, or the depositor's remark. Unless noted, calls come from the whole dose curve; as a rule, active = well fitted curve in the direction sought with a large enough effect; inconclusive = small, poorly fitted or top-dose-only effect, or another doubt; inactive = no such curve, though single readings can be large; an effect the other way counts as inactive or inconclusive. This is a subset; count on the stated rates, not on these rows.

The line under a structure holds: ELG1 genotox	Rab9 promoter act	NPC1 prom act	RORg inh	Giardia kill	VP16 counter	BRCA1 expr up	FLuc modulator	p53 reactivator	PKM2 activator	Menin-MLL TR inh
1	CCOc1ccc(S(=O)(=O)NC(Cc2cnc[nH]2)C(=O)O)cc1 (stereo not drawn)
    1%	13%	-4%	12%	13	10%	0%	-3%	0%	.	?
2	CCc1ccc2oc(C(=O)Nc3nonc3CC)c(C)c2c1
    ?	3.5µM*	?	2%	-14	6%	64%	?	?	-11%[0.46 µM]	13%
3	Cc1cc(=O)[nH]c(N/N=C/c2ccccn2)n1
    ?	-24%	-8%	?	-5	-8%	-61%	-5%	?	-20%	-16%
4	c1ccc(C2CC(c3ccccc3)C(c3ccccc3)N2)cc1 (stereo not drawn)
    -3%	0%	-1%	19%	-15	1%	3%	-4%	-21%	-1%	?
5	O=C1C(=O)N(Cc2ccncc2)C(c2ccccc2F)/C1=C(\O)c1ccc2c(c1)OCCO2 (stereo not drawn)
    0%	9%	0%	6%	15	-2%	16%	-3%	19%	.	-11%
6	Cc1noc(C)c1C(=O)NNc1cc(Cl)ccc1Cl
    2%	-3%	-6%	-2%	-9	-8%	-8%	6%	-2%	1%	.
7	O=C(Nc1ccccc1N1CCOCC1)c1ccc2c(c1)OCO2
    0%	-6%	-2%	-2%	-17	-10%	-5%	?	-1%	1%	-26%
8	COc1ccc2c(c1)CCc1cc(C(=O)O)sc1-2
    0%	2%	-2%	18%	-21	-7%	25%	?	0%	-7%	.
9	Cc1cc(N2CCN(c3ccccn3)CC2)n2c(nc3ccccc32)c1C#N
    -10%	2%	1%	-10%	8	2%	2%	-1%	17%	-2%	-1%
10	CCC(=O)N1CCN(c2ccc(NC(=O)c3ccco3)cc2)CC1
    ?	29%	25%	14%	11	1%	53%	?	14%	-8%	-4%
11	COC(=O)Nc1ccc(OCc2ccccc2)cc1
    ?	2.8µM*	?	?	-14	-5%	13µM*	-1%[2.3 µM]	27%	3%	1%
12	Cc1cc(Cl)c(S(=O)(=O)NCC2CCCO2)cc1OCC(N)=O (stereo not drawn)
    -1%	-7%	2%	-7%	-8	4%	-7%	6%	0%	5%	-25%
13	COc1ccc(CS(=O)(=O)CC(C)(O)c2ccc(Cl)cc2)cc1 (stereo not drawn)
    -1%	-5%	-11%	-5%	18	-3%	4%	1%	0%	.	?
14	COc1ccc(C(O)(C(C)C)C(CN2CCOCC2)c2ccccc2)cc1 (stereo not drawn)
    -5%	-3%	-1%	5%	-2	-4%	1%	2%	1%	.	?
15	CCN1CCN(c2nc(-c3ccccn3)nc3ccccc23)CC1
    -8%	1%	0%	2%	6	-7%	-30%	0%	-1%	19%	-3%

Shown as a hit in Rab9 promoter act, among the entries above:
no. | SMILES | Rab9 promoter act | RORg inh | p53 reactivator | PKM2 activator | Menin-MLL TR inh
2 | CCc1ccc2oc(C(=O)Nc3nonc3CC)c(C)c2c1 | 3.5µM* | 2% | ? | -11%[0.46 µM] | 13%
11 | COC(=O)Nc1ccc(OCc2ccccc2)cc1 | 2.8µM* | ? | 27% | 3% | 1%

More structures.
The line under a structure holds: ELG1 genotox	Rab9 promoter act	NPC1 prom act	RORg inh	Giardia kill	VP16 counter	BRCA1 expr up	FLuc modulator	p53 reactivator	PKM2 activator	Menin-MLL TR inh
16	COC(=O)n1c(=O)oc2cc(S(=O)(=O)N3CCCCC3)ccc21
    -3%	-4%	-2%	32%	-5	5%	-7%	6%	-7%	1%	5%
17	CCCCNc1c(N)n(CC(C)C)c(=O)[nH]c1=O
    -2%	1%	-1%	6%	1	8%	-9%	-8%	1%	-1%	-10%
18	COC(=O)c1cccc(-n2cnnn2)c1
    -3%	-3%	2%	-5%	-26	-4%	2%	5%	-5%	8%	13%
19	O=c1c2cc(Cl)ccc2[nH]c(=S)n1Cc1cccs1
    -3%	-16%	-4%	2µM*	0	4.5µM*	-31%	-1%	-7%	?	?
20	Cc1ccccc1NC(=O)C1CC(=O)N(Cc2ccccc2)C1 (stereo not drawn)
    -2%	-3%	-2%	2%	1	7%	38%	0%	-1%	-3%	-1%
21	CCOC(=O)c1cc2c(=O)n3ccccc3nc2n(Cc2ccco2)c1=NC(=O)c1ccc(OC)cc1
    -5%	7%	-8%	-13%	13	-9%	-8%	-7%&-6%	-3%	.	40%[activator]
22	Clc1ccc(-c2ccccc2)nn1
    2%	-2%	-6%	16%	3	-20%	30%	-19%	3%	-3%	.
23	CN(C)S(=O)(=O)c1ccc(C(=O)OCC(=O)NCc2ccco2)cc1
    0%	-3%	0%	-10%	-11	-11%	0%	-1%	0%	4%	-17%
24	O=C(NO)C1CC2C=CC1C2 (stereo not drawn)
    0%	-4%	2%	8%	-6	4%	3%	-2%	-3%	-1%	0%
25	Cc1cc(C)c(S(=O)(=O)N2CCN(S(=O)(=O)N3CCCCCC3)CC2)c(C)c1
    -12%	-5%	-6%	27%	-1	-3%	-41%	-1%	9%	-1%	-4%
26	Cc1ccc(N2C(=O)N(CC(=O)Nc3cccc(C)c3C)C(=O)C2C)cc1 (stereo not drawn)
    20%	11%	1%	.	6	.	11%	-20%	4%	.	.
27	N#CC(c1ccc(Cl)cc1)c1nc2ccccc2nc1C(F)(F)F (stereo not drawn)
    2%	-5%	-4%	?	1	10µM*	-20%	5%	9%	5%	-26%
28	CC(=O)c1ccc(NS(=O)(=O)c2ccc(CC(C)C)cc2)cc1
    -2%	1%	7%	?	8	10µM*	-42%	4%	2%	0%	?
29	CC(OC(=O)CCc1ccccc1)C(=O)Nc1ncc(Cl)cc1Cl (stereo not drawn)
    .	9%	0%	-1%	5	1%	11%	-1%	?	-1%	.
30	Cc1n[nH]c(=O)c2c(NC(=O)CSc3nc4ccccc4c(=O)n3-c3ccc(OC(F)F)cc3)oc(C)c12
    ?	25%	1%	.	-6	.	-38%	-13%	-6%	.	.
31	Nc1nnc(SCC(=O)Nc2cc(F)ccc2F)s1
    13%	2%	2%	.	2	.	0%	-5%	0%	.	.
32	COC(=O)c1c(C(=O)OC)c(-c2ccc(Br)cc2)n2c1CS(=O)C2 (stereo not drawn)
    -5%	-1%[1.84 µM]	-12%	-1%	-7	-1%	1%	1%	0%	.	?
33	COC(=O)[C@H]1C[C@@H]1[C@H](NC(=O)c1cccnc1)c1ccccc1
    .	.	.	-2%	9	6%	3%	.	.	-1%	4%
34	CC(=O)NC(C)c1ccc(C(=O)CSc2nnc(C3CC3)n2C2CC2)cc1 (stereo not drawn)
    4%	2%	0%	.	4	.	10%	.	5%	.	.
35	O=C(NCCC1=CCCCC1)C1CCC(=O)N(Cc2cccc(C(F)(F)F)c2)C1 (stereo not drawn)
    -1%	0%	-2%	1%	3	-10%	-10%	8%	-4%	5%	.
36	C/C=C/c1cc(CN2CCN(c3ccc(OC)cc3)CC2)c(O)c(OC)c1
    -8%	1%	-3%	-12%	3	-8%	1%	-3%	3%	-2%	-8%
37	CC1=NC(C)Cc2ccccc21 (stereo not drawn)
    -1%	2%	1%	-3%	12	-2%	-16%	-1%	12%	0%	8%
38	[N-]=[N+]=CC(=O)CNC(=O)[C@@H](Cc1ccccc1)N1C(=O)c2ccccc2C1=O
    1%	-6%	-1%	2%	9	5%	-26%	8%	-1%	7%	5%
39	O=S(=O)(NCc1ccccc1)c1ccccc1Br
    -2%	-2%	0%	15%&8%	?	-8%&-5%	-7%	3%	-2%	5%	1%

Pulled one by one from the entries so far:
The line under a structure holds: ELG1 genotox	Rab9 promoter act	NPC1 prom act	RORg inh	Giardia kill	VP16 counter	BRCA1 expr up	FLuc modulator	p53 reactivator	PKM2 activator	Menin-MLL TR inh
36	C/C=C/c1cc(CN2CCN(c3ccc(OC)cc3)CC2)c(O)c(OC)c1
    -8%	1%	-3%	-12%	3	-8%	1%	-3%	3%	-2%	-8%
35	O=C(NCCC1=CCCCC1)C1CCC(=O)N(Cc2cccc(C(F)(F)F)c2)C1 (stereo not drawn)
    -1%	0%	-2%	1%	3	-10%	-10%	8%	-4%	5%	.
33	COC(=O)[C@H]1C[C@@H]1[C@H](NC(=O)c1cccnc1)c1ccccc1
    .	.	.	-2%	9	6%	3%	.	.	-1%	4%
38	[N-]=[N+]=CC(=O)CNC(=O)[C@@H](Cc1ccccc1)N1C(=O)c2ccccc2C1=O
    1%	-6%	-1%	2%	9	5%	-26%	8%	-1%	7%	5%
